# Abeta yeast res: A-beta toxicity reversal in yeast | Potency, µM (highest dose often 46.1 µM), inactives show top-dose growth rescue, hits mostly activators | yeast expressing A-beta42, growth rescue, OD600, 48 h; response scale: 0% DMSO, 100% iron-clioquinol control | actives 0.063% (n = 410,000); further: potency means the concentration at half of the fitted maximal effect; nearly all actives have a fitted effect of over 55% in size
#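 Growth rescue measured by 600 nm absorbance after 48 h yeast culture at 30 C with compound. Values normalized between DMSO and an equimolar ferric chloride plus clioquinol control.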
# HepG2 tox: kills HepG2 cells in TGF-b inhibitor counter-screen; HepG2 CAGA-GFP viability, ATP luminescence, 18 h; Potency, µM (top dose mostly 46.1 µM), for the others: at the top dose activity change, negative = cytotoxicity, actives largely listed as cytotoxic; actives 0.76% (n = 410,000); AID 588856; further: potency means the concentration at half of the fitted maximal effect; some results filed as inactive show a strong effect at the top dose
#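 HepG2 CAGA-GFP cells (1000/well, DMEM with 1% FBS) received compound, then TGF-beta at 500 pg/mL final, and were incubated 18 hours at 37 degrees C. Viability was read by CellTiter-Glo luminescence. Media-only wells were set as complete cell-killing and DMSO as no toxicity.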
# Nrf2 activator: Nrf2 pathway activation. AID 624171. actives 0.31% (n = 410,000). Potency, µM (highest dose often 46.1 µM), for inactives: at the highest dose activation, most hits filed as activators. AREc32 ARE-luciferase reporter (MCF7-derived line), luminescence, 24 h; further: potency means the concentration at half of the fitted maximal effect; % of control where 0% means no effect; nearly all actives have a fitted effect of over 65% in size
#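 AREc32_Fluc, 1000 cells/well, OPTI-MEM + 5% FBS, o/n 37 deg C 5% CO2; 23 nL cpd by pin tool, 24 hr; Steady-Glo 30 min RT, luminescence.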
# TGFb inhibitor: blocks TGF-b signaling; HepG2 CAGA-GFP TGF-b/SMAD3 reporter, GFP fluorescence, 18 h; TGF-beta stimulated, 500 pg/mL final; Potency, µM (top dose mostly 46.1 µM), for inactives: top-dose activity, negative = inhibition, hits mostly inhibitors; actives 1.2% (n = 410,000); AID 588855; further: potency means the concentration at half of the fitted maximal effect; on the % scale 0 is the no-effect control and ±100 the full control effect; nearly all actives have a fitted effect of over 65% in size
#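 HEPG2 CAGA-GFP cells (1000/well, DMEM with 1% FBS) were pre-incubated 2 h at 37 degrees C, given compound by pin tool, then stimulated with TGF-beta at 500 pg/mL final for 18 h before per-cell GFP fluorescence imaging.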
# CCT modulator: modulators of cytosolic chaperonin (CCT/TRiC) activity | purified chaperonin ATPase assay, HTRF ADP detection, 30 min | actives 0.3% (n = 360,000) | activity change, % (test concentration not listed), hits read low | AID 651819; in the data active means activity change below about -30%; further: on the % scale 0 is the no-effect control and ±100 the full control effect
#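 Enzyme 40 or 20 nM (batch-dependent) in Tris pH 7.4/KCl/MgCl2/DTT; cpd 76 uM single point; ATP 10 uM; 30 min 37 °C; Transcreener ADP HTRF detection, 30 min RT; ratio 665/615.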
# Mm-Cpn inhibitor: blocks the Methanococcus maripaludis chaperonin Mm-Cpn; purified Mm-Cpn ATPase, ADP Transcreener TR-FRET; Potency, µM (series often up to 76.9 µM), for the others: top-dose activity, negative = inhibition, hits mostly inhibitors; actives 0.031% (n = 330,000); further: potency means the concentration at half of the fitted maximal effect; on the % scale 0 is the no-effect control and ±100 the full control effect; nearly all actives have a fitted effect of over 80% in size
#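 Quantitative HTS used 25 nM Mm-CPN and 10 uM ATP in magnesium/KCl Tris buffer, pH 7.4, with 1 mM DTT. Hydrolysis ran 30 min at 37°C; ADP was read by HTRF.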
# Nrf2 inh: inhibitors of Nrf2 signaling | A549 ARE-Fluc reporter, luciferase luminescence, 18-24 h | Potency, µM (highest dose often 46 µM), without a hit: at the highest dose activity change, negative = inhibition, hits mostly inhibitors | actives 2.1% (n = 360,000) | AID 504444; further: potency means the concentration at half of the fitted maximal effect; on the % scale 0 is the no-effect control and ±100 the full control effect; nearly all actives have a fitted effect of over 60% in size
#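 Nrf2 activity is the BugLite luminescence, read 15 min after reagent at room temperature, following CellTiter-Fluor cytotoxicity readout (30 min, 37C). Compound titrations were applied for 18-24 h to 5000 A549 ARE_Fluc cells/well in 5% FBS OPTI-MEM.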
# pAkt inh: blocks phosphorylation of Akt | Neuro2A IGF-stimulated pAkt S473 HTRF, 20 min; active compounds read low | activity change, % for hits at 50 µM | actives 0.32% (n = 360,000) | AID 651550; in the data active means activity change below about -80%; inconclusive means mostly about -51% to -80%; further: on the % scale 0 is the no-effect control and ±100 the full control effect
#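 Single-point screen (50 µM final compound) in Neuro2A cells stimulated 20 min with 6 nM IGF at 37 deg C. After lysis, Ser473-phosphorylated Akt read by HTRF (ex 330 nm, em 615/665 nm) as the 665/615 ratio.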
# A549 viability: A549 cytotoxicity, counter-screen for Nrf2 inhibitors. A549 ARE-Fluc cells, CellTiter-Fluor viability, 18-24 h. Potency, µM (top dose mostly 46 µM), for inactives: top-dose activity change, negative = cytotoxicity, most hits filed as inhibitors. actives 0.16% (n = 390,000). AID 504648; further: potency means the concentration at half of the fitted maximal effect; on the % scale 0 is the no-effect control and ±100 the full control effect
#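 A549 ARE-Fluc cells in 5% FBS OPTI-MEM, 5000 cells/well, rested 2 h then exposed to compounds in concentration-response for 18-24 h at 37 °C. Viability by CellTiter-Fluor fluorescence (Ex 405/Em 525) after 30 min; luciferase luminescence (BugLite, 15 min, RT) read afterwards.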
# The depositor's hits bear a star; i = inactive; ? = inconclusive; nt = no result given; [ ] = dose if it differs, or a comment. Unless noted, the call rests on the fitted dose curve; in most records, active means well fitted curve in the direction sought with a large enough effect; inconclusive means small, poorly fitted or top-dose-only effect, or another doubt; inactive means no such curve, though single readings can be large; an effect the other way counts as inactive or inconclusive.
1	CNC(=O)NC(=O)CSc1cccc(C(F)(F)F)c1
2	Cc1nc2ccccc2c2oc(C(=O)N3CCC(C)CC3)cc12
3	C=CCOc1ccc(C(c2c(C)n(C)n(-c3ccccc3)c2=O)c2c(C)n(C)n(-c3ccccc3)c2=O)cc1
4	COc1ccc(-n2cnc3cc(NCc4cccs4)ccc32)cc1
5	O=C(NCc1ccccc1Cl)c1c2c(nc3ccccc13)C(=O)N(C1CCCCC1)C2
6	O=C(N/N=C/c1ccco1)c1ccc(NC(=O)C2CC2)cc1
7	COc1ccc(CNC(=O)Cc2csc(NC(=O)Nc3ccccc3OC)n2)cc1
8	CCC(=O)N1c2ccccc2NC2=C(C(=O)CCC2)C1c1ccccc1 (stereo not drawn)

Compound	1	2	3	4	5	6	7	8
HepG2 tox	-8%	-4%	-9%	-45%	-21%	0%	-19%	4%
Abeta yeast res	18%	6%	20%	-51%[inhibitor]	-12%	-22%	8%	-2%
pAkt inh	i	i	i	i	nt	i	i	i
TGFb inhibitor	-14%	1%	-4%	-24%	7%	1%	-19%	0%
CCT modulator	0.6	-5.0	0.9	0.6	nt	-3.3	0.0	-1.8
Mm-Cpn inhibitor	0%	1%	-1%	0%	nt	0%	-2%	-2%
Nrf2 activator	-0.2%	-1.1%	0.3%	4.1%	5.8%	-0.2%	2.9%	-0.5%
A549 viability	-1%	-4%	-4%	-8%	?	7%	0%	-4%
Nrf2 inh	-1%	4%	15%	-1%	?	20%	-20%	-1%

9	Nc1nc2n(n1)C(c1cccs1)CC(c1ccccc1)N2 (stereo not drawn)
10	CCCC(CCC)C(=O)Nc1cccc(-c2cn3cccnc3n2)c1
11	COc1cccc(-c2nnc(SCC(N)=O)n2-c2ccc(Cl)cc2)c1
12	Cc1n[nH]c(C)c1S(=O)(=O)N(CC(=O)N1CCc2ccccc21)c1ccc(C(C)C)cc1
13	O=C(Nc1ccccc1)N1CCCN(c2ccc(C(F)(F)F)cc2[N+](=O)[O-])CC1
14	COc1cc(NS(=O)(=O)c2ccc(NC(=S)NC(=O)c3ccccc3)cc2)nc(OC)n1
15	CC(C)OC(=O)CSc1nnc(-c2cccnc2)n1Cc1ccccc1
16	Cc1cc(NC(=O)CC(F)(F)F)n(-c2ccccc2)n1

Compound	9	10	11	12	13	14	15	16
HepG2 tox	-25%	11%	-16%	-46%	11%	8%	-2%	-11%
Abeta yeast res	0%	-11%	-1%	4%	11%	-15%	8%	-2%
pAkt inh	i	nt	nt	i	i	i	i	i
TGFb inhibitor	1%	12%	-10%	?	17%	4%	8%	-11%
CCT modulator	-0.7	nt	-1.6	0.9	-0.8	1.4	2.0	-2.6
Mm-Cpn inhibitor	2%	nt	-3%	-1%	2%	1%	0%	-3%
Nrf2 activator	2.4%	1.2%	-0.8%	0.0%	-0.6%	0.5%	0.0%	?
A549 viability	-2%	8%	1%	-5%	?	-4%	14%	-1%
Nrf2 inh	-1%	nt	3%	0%	?	-6%	-7%	?

17	Cc1ccc(/C(O)=C2/C(=O)C(=O)N(c3ccccn3)C2c2ccc(F)cc2)cc1 (stereo not drawn)
18	CCN(C(=O)c1cc2c(=O)oc3ccc(C)cc3c2s1)c1ccccc1C
19	COc1ccccc1-c1cc(NC(C)=O)c2ncc(-c3ccc(S(C)(=O)=O)cc3)n2c1
20	CS(=O)(=O)Nc1cccc(C2=NN(C(=O)c3cccc(F)c3)C(c3cccs3)C2)c1 (stereo not drawn)
21	CCOC(=O)/C(C#N)=C\c1ccc(N2CCN(C/C=C/c3ccccc3)CC2)cc1
22	CCN1C(=O)c2ccc(C(=O)NCc3ccc4c(c3)OCO4)cc2C1=O
23	COc1ccc(C2CC(c3ccc4ccccc4c3)=NN2C(=O)CSc2ncccn2)cc1 (stereo not drawn)
24	O=C(COC(=O)c1ccc(F)c(S(=O)(=O)N2CCOCC2)c1)NC1CC1

Compound	17	18	19	20	21	22	23	24
HepG2 tox	-4%	-4%	3%	-18%	-39%	-2%	-2%	17%
Abeta yeast res	-24%	-12%	-4%	-7%	6%	-8%	10%	-8%
pAkt inh	i	nt	i	i	i	i	i	i
TGFb inhibitor	-18%	-7%	-22%	-8%	-6%	14%	?	6%
CCT modulator	-1.8	nt	1.2	0.5	2.7	-0.6	-1.1	1.9
Mm-Cpn inhibitor	-1%	nt	nt	-1%	1%	0%	?	0%
Nrf2 activator	4.1%	2.2%	6.6%	2.6%	3.7%	-0.4%	4.0%	-0.2%
A549 viability	-12%	-3%	nt	-11%	-1%	2%	-19%	7%
Nrf2 inh	-18%	5%	nt	?	0%	-8%	1%	15%

25	Cn1c(Br)nc2c1c(=O)n(Cc1ccccc1)c(=O)n2C
26	CCOC(=O)Cn1c(-c2cccnc2Cl)nc2cc(C)c(C)cc21
27	Cc1cc(C)n2nc(C(=O)OCC(=O)N(C)C3CCS(=O)(=O)C3)nc2n1 (stereo not drawn)
28	CC(C)(C)NC(=O)NC(=O)CN1CCCCC1
29	Nc1ccc(C(=O)c2ccc3c(c2)OCCO3)cc1N
30	COc1ccc(C2(O)CCN(C(=O)c3ccc4c(c3)OCO4)CC2)cc1
31	CSc1ccc(Cl)c(C(=O)NCC(C)C)c1
32	CCOc1ccc(C2/C(=C(\O)c3ccc4c(c3)OCCO4)C(=O)C(=O)N2CCN2CCOCC2)cc1OCC (stereo not drawn)

Compound	25	26	27	28	29	30	31	32
HepG2 tox	-3%	6%	2%	-1%	25%	-13%	-1%	6%
Abeta yeast res	-17%	-5%	-4%	-17%	-4%	4%	-5%	0%
pAkt inh	i	i	i	i	i	i	i	i
TGFb inhibitor	13%	-15%	6%	-1%	-24%	7%	4%	-3%
CCT modulator	-7.5	-34*	-5.9	-4.6	-4.4	-0.5	0.1	0.1
Mm-Cpn inhibitor	-1%	0%	0%	0%	nt	3%	-1%	-2%
Nrf2 activator	-0.8%	-0.5%	-0.7%	0.1%	2.4%	-0.1%	-0.2%	-0.8%
A549 viability	-1%	6%	-1%	2%	-7%	-8%	5%	0%
Nrf2 inh	3%	nt	-9%	0%	?	-5%	-2%	14%

33	CCOc1ccc(-c2cnc(N)n2C)cc1
34	O=c1nc(NCc2ccco2)sc2ncccc12
35	O=C(CSc1nnc(Cc2cc(=O)[nH]c(=O)[nH]2)n1-c1ccc(Cl)cc1)NCC1CCCO1 (stereo not drawn)
36	Nc1nnc(SCC(=O)Nc2ccccc2N2CCOCC2)s1
37	Cc1cc(C)nc(Sc2ccc3nnnn3n2)n1
38	CC1(C)CC(=O)C(C(=O)c2ccccc2)C(=O)C1Cl (stereo not drawn)
39	CCOC(=O)N1CCN(C(=O)c2cc3cc(Cl)ccc3[nH]2)CC1
40	COc1ccc(CCNC(=O)c2cnn(-c3cccc(C)c3)c2C2CCNCC2)cc1OC

Compound	33	34	35	36	37	38	39	40
HepG2 tox	-19%	-3%	-21%	1%	3%	-5%	-16%	-30%
Abeta yeast res	1%	-10%	-5%	6%	-2%	22%	-6%	-16%
pAkt inh	i	i	i	i	i	i	i	nt
TGFb inhibitor	12%	0%	10%	-10%	1%	5%	-23%	?
CCT modulator	-2.2	0.6	0.8	-5.0	0.4	-2.1	-0.3	nt
Mm-Cpn inhibitor	1%	1%	2%	5%	-1%	0%	-4%	nt
Nrf2 activator	2.1%	6.8%	-0.8%	-0.7%	2.7%	0.3%	4.1%	-0.8%
A549 viability	0%	0%	8%	1%	-6%	-2%	-2%	-9%
Nrf2 inh	3%	-1%	0%	14%	-9%	-7%	-28%	?

# Limited to TGFb inhibitor, for some of the entries so far:
no. | compound | TGFb inhibitor
36 | Nc1nnc(SCC(=O)Nc2ccccc2N2CCOCC2)s1 | -10%
38 | CC1(C)CC(=O)C(C(=O)c2ccccc2)C(=O)C1Cl (stereo not drawn) | 5%
34 | O=c1nc(NCc2ccco2)sc2ncccc12 | 0%

# (next part)
41	COc1ccc(Oc2ccc(/C=N/NC(=O)c3cccnc3)cc2[N+](=O)[O-])cc1
42	Nn1c(SCC(=O)Nc2ccc3c(c2)OCCO3)nncc1=O
43	CC(C)c1ccc(Nc2c(-c3ccccc3O)nc3cnccn23)cc1
44	C/C(=N\O)C1(C)N(O)C(C)(C)C(c2ccco2)=[N+]1[O-] (stereo not drawn)
45	O=C1CCc2cccc(O)c2N1
46	CC(=O)Nc1ccc(CN(C)c2c(C)nc3ccc(C(=O)NCCc4ccccn4)cn23)cc1
47	CCN1C(=O)[C@H]2[C@@H](c3ccc(-c4ccccc4)cc3)N3CCC[C@@]3(C(=O)OC)[C@H]2C1=O

Compound	41	42	43	44	45	46	47
HepG2 tox	2%	-6%	-115%	4%	1%	-1%	-7%
Abeta yeast res	10%	9%	10%	-17%	-9%	-7%	?
pAkt inh	i	i	nt	i	i	i	i
TGFb inhibitor	7%	-13%	?	7%	-4%	-9%	1%
CCT modulator	0.8	-2.8	nt	0.0	-2.4	-0.2	1.7
Mm-Cpn inhibitor	2%	1%	nt	1%	nt	nt	2%
Nrf2 activator	-0.5%	2.3%	-1.3%	0.2%	0.5%	-0.6%	2.2%
A549 viability	-8%	5%	-16%	-3%	0%	nt	-2%
Nrf2 inh	-7%	-4%	6%[9.27 µM]	0%	-4%	nt	15µM*

# Assay outcomes as filed in PubChem BioAssay.

# No enrichment for hits; about 4.3% have a hit in one of these screens.
